Source: PubChem BioAssay (The Scripps Research Institute Molecular Screening Center)
OXTR potentiator: potentiates the human oxytocin receptor response; 320,000 tested, 0.061% active; AID 2445; CHO-OTR cells, Fluo-8 calcium fluorescence, potentiator mode; 0% = oxytocin EC15, 100% = EC100; P30559; activation, % at 3 µM;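 active = activation above that plate's cutoff, the mean activation of tested compounds plus 3 SD, cut at about 6.6% in these data, passing the limit was not always enough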;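 also: 100% uses oxytocin at 75 nM as the full agonist control; some results filed as inactive read as strong as hits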
Target sequence (P30559 whole entry, looked up): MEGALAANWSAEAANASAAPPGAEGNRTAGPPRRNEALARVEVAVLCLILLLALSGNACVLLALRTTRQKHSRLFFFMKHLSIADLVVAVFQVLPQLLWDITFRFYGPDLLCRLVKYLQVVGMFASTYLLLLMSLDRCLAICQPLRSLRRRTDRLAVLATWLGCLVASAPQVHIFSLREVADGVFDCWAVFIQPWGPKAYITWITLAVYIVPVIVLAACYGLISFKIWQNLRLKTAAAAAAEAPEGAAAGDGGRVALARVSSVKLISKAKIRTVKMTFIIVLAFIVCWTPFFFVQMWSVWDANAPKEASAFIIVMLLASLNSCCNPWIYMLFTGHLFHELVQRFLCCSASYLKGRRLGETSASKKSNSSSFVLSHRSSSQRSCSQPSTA
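Assay system: CHO-OTR cells, human receptor / Also added: oxytocin at about EC15, sub-maximal agonist stimulus / Dosing: single dose, 3.0 µM nominal final compound concentration / Incubation: 6 min pre-incubation, 100 s read / Technique: Fluo-8 calcium dye fluorescence / Read-out: % activation vs EC15 and EC100 oxytocin / Benchmarks: EC15 oxytocin low, 75 nM oxytocin high / Replicates: singlicate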
CHO parental Ca: counter-screen: ATP calcium response change in parental CHO cells; parental CHO-K1, ATP-induced calcium, Fluo-8 fluorescence; inhibition, % at 5.6 µM; 330,000 tested, 0.63% active; AID 463079;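 active = inhibition above that plate's mean sample inhibition plus 3 SD, cut at about 26% in these data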;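 also: 0% = ATP-challenged DMSO wells and 100% = DMSO wells without ATP; some compounds past the cut are filed as inactive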
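Test system: parental CHO cells; detection: calcium-sensitive Fluo-8 fluorescence; evaluation: percent inhibition of calcium signal; also added: ATP as calcium-mobilizing challenge; repeats: one well per compound; control set: ATP-challenged DMSO wells low, unchallenged DMSO wells high; compound: single nominal dose of 5.6 µM per compound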
M1 antag: human CHRM1 antagonism; CHO-K1 hM1, Fluo-8 calcium fluorescence, ACh EC80 antagonist; 360,000 tested, 1.3% active; inhibition, % at 3 µM; P11229;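 active = percent inhibition above its own plate's cutoff, namely the mean of that plate's compound wells plus 3 SD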;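 also: peak over basal fluorescence ratio during 140 s after agonist addition; 0% = ACh EC80 plus DMSO and 100% = DMSO alone without agonist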
Target sequence (P11229 whole entry, looked up): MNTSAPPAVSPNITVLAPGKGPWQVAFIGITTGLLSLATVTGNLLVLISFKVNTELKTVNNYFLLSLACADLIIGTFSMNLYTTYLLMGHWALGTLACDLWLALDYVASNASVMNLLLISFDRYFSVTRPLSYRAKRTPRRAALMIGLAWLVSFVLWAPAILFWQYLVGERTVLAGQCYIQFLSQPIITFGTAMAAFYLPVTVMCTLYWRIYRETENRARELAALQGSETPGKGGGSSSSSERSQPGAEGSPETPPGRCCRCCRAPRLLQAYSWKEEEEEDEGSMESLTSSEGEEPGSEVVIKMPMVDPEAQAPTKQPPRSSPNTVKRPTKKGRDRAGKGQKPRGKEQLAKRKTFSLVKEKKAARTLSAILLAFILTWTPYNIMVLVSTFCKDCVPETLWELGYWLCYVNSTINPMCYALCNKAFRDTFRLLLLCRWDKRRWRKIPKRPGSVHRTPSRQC
M1 ag: agonists of human M1 muscarinic receptor. activation, % at 3 µM. P11229. 360,000 tested, 0.33% active. CHO-K1 hM1, Fluo-8 calcium fluorescence, agonist mode; 0% DMSO, 100% acetylcholine EC100;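 active = activation above the run's mean compound activation plus 3 SD, cut at about 16% in these data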;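 also: peak over basal fluorescence ratio within a 140 s kinetic read after compound addition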
M1 PAM parental: counter-screen for M1 PAMs: effect in parental CHO-K1 cells | ATP EC20, Fluo-8 calcium fluorescence; 0% at ATP EC20, 100% at ATP max | activation, % at 3 µM | 360,000 tested, 0.02% active | AID 602247;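 active = activation above the run cutoff, the mean activation of all test compounds plus 3 SD, cut at about 40% in these data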;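 also: peak over basal fluorescence ratio in a 140 s read after ATP addition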
TAAR1 agonist: human TAAR1 agonism. Q96RJ0. CHO RD-HGA16 TAAR1, Fluo-8 calcium fluorescence; vehicle wells 0%, saturating PEA agonist 100%. activation, % at 3 µM. 360,000 tested, 0.99% active. AID 624467;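 active = activation above the mean activation of all test compounds in the run plus 3 SD, cut at about 38% in these data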
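Assay system: CHO-derived RD-HGA16 cells with stable Gα16 and human TAAR1; timing: 17-24 h seeding, 75 min 37 °C dye, 30 min RT; read-out: % activation from peak over basal fluorescence ratio, DMSO-to-PEA scaled; measured by: kinetic Fluo-8 calcium fluorescence; benchmarks: low control DMSO, high control PEA (EC100); doses: 3 µM single concentration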
TAAR1 antag: human TAAR1 antagonism; CHO RD-HGA16 TAAR1, Fluo-8 calcium fluorescence, antagonist; inhibition, % at 3 µM; 360,000 tested, 1.5% active;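 active = inhibition above a per-plate cutoff, the mean inhibition of test compounds on that plate plus 3 SD, cut at about 49% in these data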;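 also: 0% = DMSO plus EC80 beta-PEA response and 100% = DMSO alone without agonist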
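Test system: hTAAR1-expressing CHO RD-HGA16 cells, Gα16-coupled; Probe or stimulus: EC80 β-phenethylamine stimulus; Compound dosing: single nominal final test compound concentration of 3 µM; Timing: 140 s kinetic read after compound, 140 s after agonist; Signal: Fluo-8 calcium-sensitive fluorescence; Measure: % inhibition of agonist calcium response; Controls: DMSO and EC80 PEA controls.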
CHO-K1 Ca ag: nonselective activator or artifact in parental CHO-K1 cells; Fluo-8 calcium fluorescence; scaled to maximal ATP response, vehicle zero; activation, % at 3 µM; 360,000 tested, 0.48% active; in the data active = activation above about 15%;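 also: untransfected CHO-K1 host cells lacking M1 receptor as counterscreen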
CHO-K1 Ca antag: counter-screen for M1 antagonists: effect in parental CHO-K1 cells; AID 602250; 360,000 tested, 0.6% active; ATP-induced calcium, Fluo-8 fluorescence; inhibition, % at 3 µM;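 active = inhibition above a per-plate cutoff, the plate's mean sample inhibition plus 3 SD, cut at about 24% in these data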;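 also: 0% = DMSO plus EC80 ATP and 100% = DMSO alone without ATP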
An asterisk follows results filed as active; . = not tested or not shown. Hits appear at their usual frequency. About 4.2% of those tested had a hit in this group.

item	Compound	OXTR potentiator	CHO parental Ca	M1 antag	M1 ag	M1 PAM parental	TAAR1 agonist	TAAR1 antag	CHO-K1 Ca ag	CHO-K1 Ca antag
1	CCCCCCN1CCN(C2CN(Cc3ccc(F)cc3)S(=O)(=O)C2)CC1 (stereo not drawn)	.	.	17	2	0	0	-2	1.9	13
2	CN(C)C(=O)C1C2NC(=S)N(c3cccc(Cl)c3)C1(C)Oc1ccc(Cl)cc12 (stereo not drawn)	-7	-7	-1	-2	-5	4	1	0.2	-12
3	C/C(CC(=O)Nc1cccc(C(F)(F)F)c1)=N\NC(=O)c1cnccn1	-8	-18	-12	-2	5	2	-10	1.1	-6
4	Cc1cc2oc(C(=O)N3CCN(CCc4ccccn4)CC3)c(C)c2cc1C	-4	-20	-11	-5	0	0	-11	2.3	-10
5	COc1ccc(-n2nc(C(=O)NCC(=O)N3CCOCC3)c3ccccc3c2=O)cc1OC	-4	-9	-6	-3	15	1	17	2.9	-15
6	C=CCN1C(=O)C(O)(CC(=O)c2ccc(Cl)cc2)c2ccccc21 (stereo not drawn)	-15	-34	-3	-3	26	.	.	0.6	-11
7	CCN(CC)S(=O)(=O)c1ccc(NC=C(C#N)C#N)cc1	-16	-4	-9	0	23	3	-5	1.0	-8
8	OC(COCc1ccccc1)COCc1ccccc1	.	.	-17	3	-3	2	-35	0.3	-11
9	CCOC(=O)C1CCN(C(=O)c2cccc(NC3=NC4CS(=O)(=O)CC4S3)c2)CC1 (stereo not drawn)	-7	1	-5	-2	3	1	-22	0.5	-9
10	Cc1ccc2cc(CN(CCCO)S(=O)(=O)c3cccc4nsnc34)c(=O)[nH]c2c1	1	-13	1	-2	10	9	18	2.3	-6
11	CCn1c(CNC(=O)COC)nc2ccccc21	-4	-7	-13	-5	22	1	4	1.0	-17
12	Cc1ccc(S(=O)(=O)NNC(=O)c2sc3nc(C)cc(C)c3c2-n2cccc2)cc1	-16	-29	5	-4	-3	7	5	0.3	-9
13	Cc1cc(C)nc(SCC(=O)c2ccc(O)cc2O)n1	-4	-3	-7	3	16	3	-8	1.5	-1
14	COc1cccc(N2CCN(c3ccc(S(=O)(=O)N4CCCC4)cc3)CC2)c1	.	.	2	-5	29	1	-27	0.6	-21
15	N#Cc1cccc(C(c2nnnn2C2CCCC2)N2CCCCCC2)c1 (stereo not drawn)	-11	-22	-31	-7	-5	4	15	-0.8	11
16	COc1cccc(N2CCN(c3c4c(nc5ncnn35)CCC4)CC2)c1	-9	-11	4	4	0	10	9	12	-18
17	COc1ccccc1Oc1c(C)oc2cc(OC(=O)c3ccco3)ccc2c1=O	-5	-2	-12	-5	-7	17	-1	0.0	8
18	Cc1ccc(C)c(NC(=O)c2cc(S(=O)(=O)N3CCOCC3)cn2C)c1	-1	-8	7	-6	4	3	-28	0.3	-10
19	CC(C)(C)c1ccc(Cn2nc(CC(=O)O)c3ccccc3c2=O)cc1	-12	-9	-7	-9	-9	6	-19	-0.3	10
20	Cc1cc(C(F)(F)F)nn1Cc1n[nH]c(=S)n1-c1ccc(Cl)cc1	-1	-6	-11	-1	31	7	0	2.6	-33
21	COc1cc(CN(C(=O)c2ccco2)c2ccc(C)cc2)ccc1O	-2	-14	2	-3	-5	4	4	-0.2	6
22	COc1ccccc1Cc1c(-c2ccc(OC)c(OC)c2)nc2ccc(Br)cn12	.	.	-21	-3	-2	0	-2	0.6	-7
23	Cc1cc(Cl)nc(-n2nc(C)cc2C)n1	0	10	-14	1	0	0	-10	0.0	-12
24	CC(C)(C)NC(=O)NC(=O)CSc1ccc(S(=O)(=O)N2CCCCC2)cn1	-5	-25	2	-4	5	2	-15	2.5	-7
25	COc1cccc(N2CCN(C(=O)CCC(=O)N3CCOc4ccc(C)cc43)CC2)c1	-5	-20	7	-3	10	0	18	5.6	-4
26	O=C(N/N=C/c1ccc([N+](=O)[O-])s1)C(O)c1ccccc1 (stereo not drawn)	-6	-6	-6	-3	-8	0	10	-0.2	9
27	CCOc1c2ccc(C(=O)NCc3ccc4c(c3)OCO4)cc2nn1C	-1	-6	1	-6	10	1	4	0.0	-10
28	COc1ccc(-c2c(C#N)c(N)nc3c2c(=O)n(C)c(=O)n3C)cc1	-12	-7	0	-2	6	30	-26	0.3	-5
29	C/C(Cn1cnc([N+](=O)[O-])n1)=N\NC(=O)c1ccccc1	-5	-13	-9	-4	9	2	9	0.4	-4
30	CCOc1ccccc1OCC(=O)OCC(=O)Nc1ncc(Cl)cc1Cl	1	-14	-5	-3	10	3	11	0.5	-10

Quoted at random: 4 entries already listed, in no set order.
item	Compound	OXTR potentiator	CHO parental Ca	M1 antag	M1 ag	M1 PAM parental	TAAR1 agonist	TAAR1 antag	CHO-K1 Ca ag	CHO-K1 Ca antag
20	Cc1cc(C(F)(F)F)nn1Cc1n[nH]c(=S)n1-c1ccc(Cl)cc1	-1	-6	-11	-1	31	7	0	2.6	-33
12	Cc1ccc(S(=O)(=O)NNC(=O)c2sc3nc(C)cc(C)c3c2-n2cccc2)cc1	-16	-29	5	-4	-3	7	5	0.3	-9
15	N#Cc1cccc(C(c2nnnn2C2CCCC2)N2CCCCCC2)c1 (stereo not drawn)	-11	-22	-31	-7	-5	4	15	-0.8	11
22	COc1ccccc1Cc1c(-c2ccc(OC)c(OC)c2)nc2ccc(Br)cn12	.	.	-21	-3	-2	0	-2	0.6	-7

(listing goes on)
item	Compound	OXTR potentiator	CHO parental Ca	M1 antag	M1 ag	M1 PAM parental	TAAR1 agonist	TAAR1 antag	CHO-K1 Ca ag	CHO-K1 Ca antag
31	O=C(Nc1cccc(Cl)c1)c1cc(N=Nc2ccc([N+](=O)[O-])cc2Cl)ccc1O	-8	14	6	6	8	4	8	9.4	-2
32	CCOc1ccc(NC(=O)Cc2ccccc2)cc1	7	-3	-6	-7	19	3	-21	0.1	-3
33	CN(C/C=C/c1ccccc1)C1CCCCC1	-6	-6	-6	-13	8	6	-6	0.0	-15
34	O=C(CSc1nncc(=O)[nH]1)NCc1ccccc1	-5	-12	5	-7	11	15	-16	2.0	-7
35	O=C(COC(=O)c1cccnc1Cl)c1ccc(Cl)cc1Cl	-2	-3	-3	-5	20	1	-3	5.1	-8
36	O=C(NCCC1=CCCCC1)C1CCN(S(=O)(=O)c2cccc3nsnc23)CC1	-6	-15	-25	-1	10	29	15	0.9	9
37	COc1ccc2nc(-c3ccccc3)cc(C(=O)N3CCC3)c2c1	-8	-18	5	-1	14	8	25	5.0	-10
38	CN(C)S(=O)(=O)c1ccc(N2CCCC2)c(C(=O)OCC(=O)NC2CCCCC2)c1	2	-7	-16	-3	2	2	-4	-0.2	-3
39	Cc1cc(C)n(-c2nc(Nc3ccccc3C)nc(-n3nc(C)cc3C)n2)n1	-23	26	.	.	.	39*	87*	.	.
40	COc1ccccc1N1CCN(C2CCCN(C(=O)CCc3c(C)noc3C)C2)CC1 (stereo not drawn)	-7	-31	-7	-5	-26	0	12	-0.8	2
41	CC(C)(C)c1cc(NCc2ccccn2)n2ncc(-c3ccc(Cl)cc3)c2n1	-8	-16	-11	2	11	3	-21	0.8	-12
42	Cc1ccccc1-c1nc(CN(Cc2c(C)nn(C)c2C)C2CC2)c(C)o1	-14	-13	7	-5	-6	10	7	0.7	8
43	C[C@@H](NC(=O)c1nc[nH]c1C(=O)N[C@H](C)c1ccccc1)c1ccccc1	7	-25	6	-10	9	-1	-2	-0.6	-25
44	O=C(N/N=C/c1ccc(OCC2COCCO2)cc1)c1ccc(Br)cc1 (stereo not drawn)	-6	-8	-1	-1	4	10	18	3.4	-8
45	O=C(CCC1CCCCC1)Nc1c2c(nn1-c1ccc(F)cc1)CS(=O)(=O)C2	-4	-12	-3	-4	11	10	-3	1.2	0
46	COc1ccccc1Oc1ccc2c(c1)C(=O)N(c1ccccc1)C2=O	-7	-16	-9	0	16	5	16	0.7	-22
47	CCCCOC(=O)Nc1ccc(S(=O)(=O)Nc2nc(C)cc(C)n2)cc1	-3	-6	-1	-4	5	11	-12	0.7	-8
48	Cc1ccc2nc(SCC(=O)N/N=C/c3ccc(C(=O)O)cc3)cc(C)c2c1	-11	4	2	-2	5	1	-14	0.5	-9
49	O=C(O)C1Cc2ccccc2CN1C(=O)c1ccco1 (stereo not drawn)	-10	-8	15	-1	-9	1	-5	0.2	6
50	CC(C)[C@H](Nc1ccc(C(F)(F)F)cc1[N+](=O)[O-])C(=O)O	-8	-6	-20	-1	24	1	-8	0.0	-24
51	CS(=O)(=O)C1=C(O)C(=O)N(c2ccccc2)C1c1ccccc1 (stereo not drawn)	-1	1	-5	1	5	5	11	-0.1	-6
52	CCc1cccc(C)c1NC(=O)c1cccc(N(C)C)c1	-5	-30	-12	-6	22	6	4	0.2	-9
53	N#C/C(=C/c1cn(-c2ccccc2)nc1-c1cccc(S(=O)(=O)N2CCCC2)c1)C(=O)NCc1ccco1	-8	0	-5	-3	17	4	3	0.8	-9
54	CCSc1ccc(NC(=O)c2cccnc2)cc1	-10	-7	-5	-3	14	9	3	0.2	-11
55	CCOC(=O)CSc1nnc(CNC(=O)c2cccs2)n1-c1cc(C)ccc1C	1	-7	-5	-7	14	1	6	4.9	-9
56	CCNc1cc(=O)n(C)c(=O)n1C	-3	0	-37	1	5	-1	8	-0.2	-7

Part of the list above in another layout:
Each structure is followed by: OXTR potentiator, CHO parental Ca, M1 antag, M1 ag, M1 PAM parental, TAAR1 agonist, TAAR1 antag, CHO-K1 Ca ag, CHO-K1 Ca antag
15	N#Cc1cccc(C(c2nnnn2C2CCCC2)N2CCCCCC2)c1 (stereo not drawn)
  -11, -22, -31, -7, -5, 4, 15, -0.8, 11
16	COc1cccc(N2CCN(c3c4c(nc5ncnn35)CCC4)CC2)c1
  -9, -11, 4, 4, 0, 10, 9, 12, -18
17	COc1ccccc1Oc1c(C)oc2cc(OC(=O)c3ccco3)ccc2c1=O
  -5, -2, -12, -5, -7, 17, -1, 0.0, 8
18	Cc1ccc(C)c(NC(=O)c2cc(S(=O)(=O)N3CCOCC3)cn2C)c1
  -1, -8, 7, -6, 4, 3, -28, 0.3, -10
19	CC(C)(C)c1ccc(Cn2nc(CC(=O)O)c3ccccc3c2=O)cc1
  -12, -9, -7, -9, -9, 6, -19, -0.3, 10
